# SENP1 FRET inh – human SENP1 catalytic domain inhibitors, primary screen, biochemical, FRET, uHTS. Sentrin-specific protease 1 (Homo sapiens), Q9P0U3. recombinant SENP1 catalytic domain, CyPet-SUMO1-YPet FRET cleavage. inhibition, % at 10 µM. 360,000 compounds, 0.21% hits;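 active means inhibition at least 30% at 10 µM, raw YFP signal under a set limit, fluorescence ratio 0.5 to 1.5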;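 further: 0% = enzyme with DMSO and 100% = no enzyme wells; some results filed as inactive read as strong as hits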
# Target sequence (Q9P0U3 419-644 limits assumed): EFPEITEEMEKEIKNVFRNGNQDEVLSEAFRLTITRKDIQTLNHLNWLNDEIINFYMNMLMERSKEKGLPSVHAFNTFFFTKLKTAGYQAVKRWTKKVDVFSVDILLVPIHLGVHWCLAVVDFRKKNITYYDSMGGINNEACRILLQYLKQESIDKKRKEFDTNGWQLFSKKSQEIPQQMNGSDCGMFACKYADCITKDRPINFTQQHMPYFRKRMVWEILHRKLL
#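 System: Recombinant human SENP1 catalytic domain, His6-tagged | Incubation: Enzyme reaction for 50 min at room temperature, dark | Medium: Tris pH 8 with BME, BSA, NP40 and catalase | Also added: 25 nM SUMO1 FRET substrate | Compound: 10 µM single point, 0.5% DMSO | Measured by: FRET fluorescence in CFP and YFP emission channels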
# SENP6 inh – SENP6 protease inhibitors, primary screen, biochemical, luminescence, uHTS. inhibition, % at 10 µM. AID 2599, 2010. Recombinant SENP6 catalytic domain, aminoluciferin luminescence. 330,000 compounds, 1.8% hits;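 active means inhibition above about 50% at the single tested dose, limit read from the data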;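 further: plate controls were DMSO wells with enzyme for no effect and DMSO wells lacking enzyme for full effect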
# Target sequence (Q9GZR1 628-1112 limits assumed): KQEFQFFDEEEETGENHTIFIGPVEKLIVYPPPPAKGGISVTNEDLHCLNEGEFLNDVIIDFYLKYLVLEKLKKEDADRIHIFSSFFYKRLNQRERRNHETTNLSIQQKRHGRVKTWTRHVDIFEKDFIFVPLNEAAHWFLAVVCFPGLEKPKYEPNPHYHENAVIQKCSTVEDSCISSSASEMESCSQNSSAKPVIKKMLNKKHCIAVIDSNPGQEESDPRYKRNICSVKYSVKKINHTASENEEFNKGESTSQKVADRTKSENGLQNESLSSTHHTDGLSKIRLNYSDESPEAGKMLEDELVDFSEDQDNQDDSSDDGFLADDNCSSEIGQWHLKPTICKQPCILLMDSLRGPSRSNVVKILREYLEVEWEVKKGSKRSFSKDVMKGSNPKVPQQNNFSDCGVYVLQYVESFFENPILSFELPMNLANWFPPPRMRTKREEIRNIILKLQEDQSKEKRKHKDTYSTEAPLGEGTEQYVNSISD
# SENP7 inh – SENP7 protease inhibitors, primary screen, biochemical, luminescence, uHTS | Sentrin-specific protease 7 (Homo sapiens), Q9BQF6 | recombinant SENP7, Z-RLRGG-aminoluciferin luminescence, 40 min | inhibition, % at 5 µM | 330,000 compounds, 1.5% hits | AID 434973, 2010;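 active means inhibition above about 50% at the single test dose, limit read from the data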;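 further: plate controls were DMSO with enzyme for no effect and no enzyme buffer wells for full effect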
# APOBEC3G inh – APOBEC3G DNA deaminase inhibitors, primary screen, biochemical, fluorescence, single-stranded DNA substrate, uHTS | DNA dC->dU-editing enzyme APOBEC-3G (Homo sapiens), Q9HC16 | recombinant A3G, ssDNA deamination FAM/TAMRA fluorescence | inhibition, % at 20 µM | 330,000 compounds, 0.28% hits;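 active means inhibition of at least 40% at 20 µM, with no more than 30% in the related APOBEC3A deaminase screen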;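 further: plate controls were DMSO wells with A3G for no effect and wells lacking A3G enzyme for full effect; some compounds called inactive have numbers as strong as hits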
# SENP8 block-1 – SENP8 protease inhibitors, primary screen, biochemical, luminescence; Sentrin-specific protease 8 (Homo sapiens), Q96LD8; purified SENP8, Z-RLRGG-aminoluciferin cleavage; inhibition, % at 10 µM; 330,000 compounds, 1.2% hits; AID 2540, 2010; in the data active means inhibition above about 50%
# SENP8 block-2 – human SENP8 protease inhibitors, primary screen, biochemical, fluorescence, Nedd8 protein substrate, uHTS. Sentrin-specific protease 8 (Homo sapiens), Q96LD8. recombinant SENP8. inhibition, % at 20 µM. 360,000 compounds, 0.64% hits. AID 602440, 2012; in the data active means inhibition mostly above about 40%, no sharp cut-off; inactive means mostly below about 27%
# Apaf-1 inh – inhibitors of human Apaf-1 apoptosome, primary screen, biochemical, DEVD-Rh110 fluorescence, uHTS. 330,000 compounds, 0.71% hits. reconstituted apoptosome caspase-3 activity. Apoptotic protease-activating factor 1 (Homo sapiens), O14727. AID 489030, 2010. inhibition, % at 20 µM; active means inhibition of at least 40% at 20 µM;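 further: plate controls were DMSO wells for no effect and DEVD-CHO caspase inhibitor wells for full effect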
#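 Material: reconstituted apoptosome with Apaf-1, cytochrome c, caspase-9, procaspase-3, dATP / Buffer or medium: pH 7.5 Hepes buffer with CHAPS, BSA, DTT / Also added: cytochrome c with DEVD-Rh110 / Schedule: compound with Apaf-1, dATP, procaspase-3 30 min, then 50 min reaction, room temperature / Technique: rhodamine 110 fluorescence at Ex 480/Em 540 nm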
# UBC13 inh – UBC13 polyubiquitin chain formation inhibitors, primary screen, biochemical, TR-FRET, uHTS. inhibition, % at 20 µM. AID 485273, 2010. Ubiquitin-conjugating enzyme E2 N (Homo sapiens), P61088. 330,000 compounds, 0.47% hits; in the data active means inhibition above about 45%, passing the limit was not always enough
# Target sequence (P61088 whole entry, looked up): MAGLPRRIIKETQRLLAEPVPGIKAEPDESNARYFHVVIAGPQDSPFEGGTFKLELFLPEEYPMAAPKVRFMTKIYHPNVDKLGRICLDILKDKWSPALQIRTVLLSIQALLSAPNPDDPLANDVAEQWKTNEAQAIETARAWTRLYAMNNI
# * hit, by the source's call; x = no result given.
SMILES,SENP1 FRET inh,SENP6 inh,SENP7 inh,APOBEC3G inh,SENP8 block-1,SENP8 block-2,Apaf-1 inh,UBC13 inh
CCOc1ccc(S(=O)(=O)Nc2ccc(S(=O)(=O)Nc3cc(OC)ccc3OC)cc2)cc1,2,1,-8,1,-8,10,-5,-5
CN(Cc1ccccc1)C(=O)CCC1CCN(S(C)(=O)=O)CC1,-1,14,-8,1,-1,21,-7,-2
COc1ccc(CNC(=O)CSc2n[nH]c(N)n2)cc1OC,0,-11,-4,-8,2,12,-1,2
C/C(CC(=O)Nc1ccc(Cl)c(C(F)(F)F)c1)=N\NC(=O)c1cc2ccccc2cc1O,-29,12,2,-6,-6,-28,12,-14
CCCCn1c(N)c(N(C)C(=O)c2cc3c(F)cccc3s2)c(=O)[nH]c1=O,-2,-11,-1,-7,3,-10,-12,8
COc1ccc(N2C(=O)C3C(C2=O)C2C=CC3C23CC3)c([N+](=O)[O-])c1 (stereo unspecified),1,-5,-2,-4,-4,16,2,2
O=C(NCc1ccco1)c1ccc(NS(=O)(=O)c2cccc([N+](=O)[O-])c2)cc1,2,0,3,-2,-2,23,-8,-5
C/C(=N\NC(=O)c1ccc2ccccc2c1)c1cccnc1,0,-7,8,-4,-15,5,-19,-1
CN(C(=O)CSc1nnc(COc2ccccc2F)n1N)C1CCS(=O)(=O)C1 (stereo unspecified),-1,-4,-3,-9,-4,16,5,4
COc1ccc(OC)c(S(=O)(=O)N2CCN(C(=O)CCc3ccccc3)CC2)c1,1,0,-16,-2,-13,4,5,-7
COc1ccccc1/C=C/C(=O)OCC(=O)NC1CCS(=O)(=O)C1 (stereo unspecified),1,-4,4,16,2,-361,-78,-6
Cc1nc(NCc2ccc(S(N)(=O)=O)cc2)c2c(C)c(C)sc2n1,0,-80,-2,-4,-2,-4,6,-2
O=C(O)Cc1ccc(NC(=O)c2ccc(Cl)c(Cl)c2)cc1,3,-8,-2,-3,-6,2,-1,-3
Cn1cc(C(=O)C(=O)N2CCc3ccccc32)c2ccccc21,2,-2,-2,1,-6,15,6,2
COc1ccc(CCNC(=O)c2cc(C3CC3)on2)cc1OC,1,-21,2,-3,-7,10,-9,-18
C/C(=N\Nc1nccnc1Cl)c1ccc(F)cc1,0,6,4,-7,9,-14,4,-5
CCCOc1ccccc1C(=O)N(Cc1ccc(C)o1)C1CCS(=O)(=O)C1 (stereo unspecified),14,7,5,1,-4,11,-7,7
C/C(=N\O)c1c(O)cc(-c2ccccc2)n(-c2ccccc2)c1=O,-7,-9,-1,-9,3,-6,-10,5
O=C1NC(c2cc3c(cc2Cl)OCO3)Oc2ccccc21 (stereo unspecified),1,-17,-7,2,-9,-32,-1,-2
CC1CCN(C(=O)c2cc(-c3ccco3)on2)CC1,10,-13,-7,-10,-6,9,8,4
Cc1ccc(C(=O)Nc2c(C(=O)N3CCOCC3)cnn2-c2ccccc2)cc1,2,-20,-2,-9,4,26,-13,-1
CCC(c1nnnn1C(C)(C)CC)N(CCCO)Cc1cc2cccc(C)c2[nH]c1=O (stereo unspecified),-8,7,-3,-4,-2,-52,-12,4
O=C(O)c1ccccc1C(=O)NCCCn1ccnc1,3,-11,12,2,-12,12,4,-8
COc1ccc(Nc2nc(-c3cccs3)nc3ccccc23)cc1S(=O)(=O)N1CCOCC1,-4,-10,-7,-7,0,-372,-7,24
O=C(Cc1ccc(F)cc1)NCCc1ccc(F)cc1,-1,-4,4,-5,5,20,-4,3
Cc1ccnc(NC(=O)CCC2COc3ccccc3O2)c1 (stereo unspecified),1,0,5,-2,-1,15,-4,4
CC(C)NC[C@@H](O)COc1ccc(CC(N)=O)cc1,0,7,4,-6,3,14,-13,6
Cc1cccc(CC(=O)N2CCC(n3nccc3NC(=O)C3CC3)CC2)c1,0,-2,5,-10,3,-2,0,4
Cc1ccc(-c2cn3cccnc3n2)cc1NC(=O)c1c(-c2ccccc2Cl)noc1C,-8,16,-3,-10,3,-310,-6,31
Cc1ccc2c(N)c(C(=O)c3ccccc3)sc2n1,-82,-11,-4,-8,-3,-4,-11,-1
CC(C)(C)NC(=O)CN(Cc1ccccc1)S(=O)(=O)c1ccccc1,2,-20,-3,-8,-7,17,1,5
CC1CCN(C(=O)c2ccc(CSc3ccc(Cl)cc3)cc2)CC1,1,16,-2,0,-5,12,19,11
O=C(NCc1ccccc1)c1ccc2c(c1)C(=O)N(Cc1ccncc1)C2=O,1,-27,-1,-5,3,17,0,4
O=C(Nc1cc(Cl)ccc1N1CCCCC1)c1cccs1,-1,-8,0,-5,2,6,16,-5
Cc1ccc(NC(=O)Cn2nc(C)c(S(=O)(=O)N(C)C)c2C)cc1,1,3,3,-4,2,14,-13,14
CCOC(=O)C1CCN(CCC(=O)Nc2cccc(Cl)c2C)CC1,1,1,4,-3,-9,5,-11,1
Cc1cc(C(F)(F)F)nc(Nc2nc(C)c3ccccc3n2)n1,0,-15,7,-2,-2,6,-6,1
c1ccc(-c2nc3ccccn3c2NC2CCCC2)nc1,-5,17,3,-2,-3,-23,8,6
CC(C)CCNC(=O)CCCOc1ccccc1,1,-8,6,-9,2,5,-12,4
O=C1C(CCCNC(=S)NCc2ccccc2)NC(=S)N1Cc1ccccc1 (stereo unspecified),-2,-4,5,-8,4,14,1,12
Cc1ccc(C(C)NC(=O)C2CCCC2)cc1C (stereo unspecified),1,-16,-5,-2,-2,8,-2,1
O=C(CCCc1nc2ccccc2s1)NCc1ccccc1,0,2,1,-6,12,-1,-3,14
Cc1ccc(-n2c(SCC(=O)NCC3CCCO3)nc3ccccc3c2=O)cc1C (stereo unspecified),1,-4,-1,-8,-10,9,4,-6
COc1ccc(C2C(C#N)=C(N)Oc3c2c(-c2ccccc2)nn3-c2ccccc2)c(OC)c1OC (stereo unspecified),2,11,15,1,10,-44,25,-7
COC(=O)/C=C/c1cccc([C@H]2[C@@H]3C=CC[C@@H](C)[C@@H]3C(=O)N2Cc2ccccc2)c1,3,x,0,-2,x,12,22,x
Cc1ccc(NC(=O)Cn2nc([N+](=O)[O-])c(Br)c2C)cc1C,2,-8,-1,-7,11,9,0,-2
O=C(Cn1cnc2ccccc2c1=O)NNC(=O)c1ccccc1F,0,10,-11,-2,-3,-7,-1,-24
Cc1ccc(OCCN2CCCC2)cc1,-3,-15,-2,-5,-1,5,-6,-1
CCCNC(=S)N1CCC(C(=O)c2ccc(F)cc2)CC1,-1,-3,-7,-5,0,16,-3,10
CN(C)c1ccc(C(=O)c2ccc(N(C)C)c(N)c2)cc1N,8,-8,0,-4,-2,-15,6,6
COc1ccc(C)cc1-n1c(SCC(=O)Nc2cc(C)on2)nc2sc(C)c(C)c2c1=O,-1,-13,-12,-6,-5,-4,15,-28
Cc1csc(SCC(=O)N2CCN(S(=O)(=O)c3ccc(Cl)cc3)CC2)n1,2,-5,6,-6,-6,26,1,4
O=C(NC(=S)NNC(=O)[C@H]1C[C@@H]1c1ccccc1)c1cccc(F)c1,-3,13,0,6,7,21,-18,-13
Cc1nnc(SCCN2C(=O)c3ccccc3C2=O)[nH]c1=O,1,-25,2,-6,-7,18,-4,7
Cc1cc(/C=C2/SC(=O)N(CC(=O)OC(C)C)C2=O)c(C)n1C,-40,-16,-3,-11,-10,-33,13,-9
CCC(C)NC(=O)C1c2cc(OC)c(OC)cc2C(=O)N(C)C1c1cccs1 (stereo unspecified),-1,0,2,0,-4,4,1,4
COc1ccc(CCNC(=O)CN(c2cccc([N+](=O)[O-])c2)S(C)(=O)=O)cc1,0,8,8,4,8,4,-1,-3
CCOC(=O)Cc1cc(=O)n2[nH]c(-c3ccc(Cl)cc3)cc2n1,-8,13,8,4,-14,-88,2,6
CCCN1CCC(N(C)CCc2ccc(OC)c(OC)c2)CC1,1,-9,2,-4,-6,8,-16,3
COc1ccc(C(=O)NCC(=O)NCC(=O)OCc2ccc(Br)cc2)cc1,1,3,-6,-5,-6,10,-8,5

# 3 entries already listed, ordered by the number in SENP6 inh, descending:
mol | SENP1 FRET inh | SENP6 inh | SENP7 inh | APOBEC3G inh | UBC13 inh
O=C(NC(=S)NNC(=O)[C@H]1C[C@@H]1c1ccccc1)c1cccc(F)c1 | -3 | 13 | 0 | 6 | -13
Cc1csc(SCC(=O)N2CCN(S(=O)(=O)c3ccc(Cl)cc3)CC2)n1 | 2 | -5 | 6 | -6 | 4
Cc1cc(/C=C2/SC(=O)N(CC(=O)OC(C)C)C2=O)c(C)n1C | -40 | -16 | -3 | -11 | -9

# 2 entries from above, bar-delimited:
SMILES | SENP1 FRET inh | SENP6 inh | SENP7 inh | APOBEC3G inh | SENP8 block-1 | SENP8 block-2 | Apaf-1 inh | UBC13 inh
COc1ccc(CNC(=O)CSc2n[nH]c(N)n2)cc1OC | 0 | -11 | -4 | -8 | 2 | 12 | -1 | 2
C/C(CC(=O)Nc1ccc(Cl)c(C(F)(F)F)c1)=N\NC(=O)c1cc2ccccc2cc1O | -29 | 12 | 2 | -6 | -6 | -28 | 12 | -14

# More results follow:
SMILES,SENP1 FRET inh,SENP6 inh,SENP7 inh,APOBEC3G inh,SENP8 block-1,SENP8 block-2,Apaf-1 inh,UBC13 inh
COc1cc(C)c(S(=O)(=O)Nc2ccccc2F)cc1C,0,15,2,-1,3,14,-4,3
COP(=O)(OC)c1nc(-c2ccc([N+](=O)[O-])cc2)oc1N1CCCCC1,27,9,8,-8,-1,12,3,-25
COC(=O)C1(c2ccccc2)NC(c2cccs2)C2C(=O)N(C)C(=O)C21 (stereo unspecified),4,-6,2,-4,-3,3,-1,7
CCCc1cc(=O)[nH]c(SCC(=O)NCCN2C(=O)CSC2=O)n1,3,-8,1,-7,-9,3,-2,-16
O=C1C2CCc3ccccc3C2N1c1ccccc1 (stereo unspecified),3,-8,-4,-9,8,-6,-3,19
CCOC(=O)CNc1ncc(C(F)(F)F)cc1Cl,0,4,11,-5,-10,7,-1,4
COc1ccc2[nH]c(C(=O)O)c(CCNC(=O)/C=C/c3ccc(O)c(OC)c3)c2c1,-7,-6,-6,-4,1,-65,-1,3
CC(C)(C)OC(=O)C[C@H]1C/C=C\C[C@H](CC(=O)N(CCO)Cc2ccccc2)C(=O)NC[C@H](c2ccccc2)OC1=O,2,0,-4,-5,1,5,4,8
CC(C)[C@H](NS(=O)(=O)c1ccccc1)C(=O)Nc1ccccc1N1CCOCC1,0,-13,5,-6,3,5,-5,14
Cc1[nH]c(=O)c(C#N)c(C)c1CSc1ncccn1,-2,-4,0,-3,0,-72,6,4
COc1ccc(NC(=O)C2=NN(C3CCS(=O)(=O)C3)C(=O)CC2)cc1S(N)(=O)=O (stereo unspecified),1,-1,3,-2,7,8,-8,3
COCCNC(=O)CSc1nc2sc(C)c(C)c2c(=O)n1-c1ccccc1,0,3,-11,2,-2,2,-8,2
COc1ccccc1/C=N/NC(=O)c1cccc(NC(=O)c2ccccc2Cl)c1,0,3,0,-6,7,-8,5,0
O=C(Nc1ccccc1)Nc1nnc(-c2ccccc2)s1,-1,-12,-6,0,-6,-249,-19,6

# Source: PubChem BioAssay
